# Compound activity deposited in PubChem by The Scripps Research Institute Molecular Screening Center.
# PAFAH1B2 FP inh: PAFAH1B2 (human) inhibition; recombinant PAFAH1B2, FP-rhodamine activity probe, fluorescence polarization; inhibition, % at 3.39 µM; 340,000 compounds, 1.2% hits;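 active = inhibition above the mean of all tested compounds plus 3 SD, cut at about 24% in these data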;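 also: 0% = enzyme with DMSO and 100% = wells lacking PAFAH1B2; many of its hits are not listed in these tables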
# Target sequence (P68402 whole entry, looked up): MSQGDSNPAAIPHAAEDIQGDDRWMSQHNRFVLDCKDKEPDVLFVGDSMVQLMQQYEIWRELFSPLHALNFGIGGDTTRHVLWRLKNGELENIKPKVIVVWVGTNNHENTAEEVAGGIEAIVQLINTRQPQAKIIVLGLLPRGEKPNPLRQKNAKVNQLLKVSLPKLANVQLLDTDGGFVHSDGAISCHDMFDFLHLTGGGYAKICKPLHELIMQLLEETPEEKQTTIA
# LYPLA1 counter: counter-screen for PME1 inhibitors: inhibitors of human LYPLA1. recombinant LYPLA1, FP-Rh probe fluorescence polarization. inhibition, % at 5.9 µM. 320,000 compounds, 0.16% hits. AID 2174;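 active = inhibition above the mean of all tested compounds plus 3 SD, set per campaign, cut at about 14% in these data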;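 also: inhibitors block serine hydrolase probe labeling of LYPLA1 so polarization falls; 0% = enzyme with DMSO and 100% = wells lacking LYPLA1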
# Target sequence (O75608 whole entry, looked up): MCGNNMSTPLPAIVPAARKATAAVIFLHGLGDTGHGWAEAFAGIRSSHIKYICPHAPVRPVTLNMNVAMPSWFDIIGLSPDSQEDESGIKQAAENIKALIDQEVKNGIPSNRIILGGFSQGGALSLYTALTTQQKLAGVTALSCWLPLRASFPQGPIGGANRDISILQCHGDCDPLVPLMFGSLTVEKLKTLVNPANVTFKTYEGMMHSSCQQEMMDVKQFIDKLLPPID
# PAFAH1B3 FP inh: blocks human PAF acetylhydrolase 1B catalytic subunit 3; inhibition, % at 3.39 µM; Q15102; 340,000 compounds, 0.28% hits; AID 492972; recombinant PAFAH1B3, FP-rhodamine probe, fluorescence polarization;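 active = inhibition above the screen-wide average of all tested compounds plus 3 SD, cut at about 25% in these data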;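 also: 0% = enzyme with DMSO only and 100% = wells lacking PAFAH1B3 protein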
# Target sequence (Q15102 whole entry, looked up): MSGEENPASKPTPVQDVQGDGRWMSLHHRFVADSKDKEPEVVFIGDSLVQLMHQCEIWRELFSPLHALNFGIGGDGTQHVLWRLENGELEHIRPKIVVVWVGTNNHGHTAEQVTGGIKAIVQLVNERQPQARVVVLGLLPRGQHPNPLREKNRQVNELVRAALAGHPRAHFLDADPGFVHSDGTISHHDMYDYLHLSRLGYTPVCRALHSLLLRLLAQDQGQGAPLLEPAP
# pPAFAH FP inh: inhibitors of human plasma PAF acetylhydrolase (pPAFAH). Q13093. recombinant pPAFAH, FP-rhodamine probe fluorescence polarization. inhibition, % at 3.39 µM. 330,000 compounds, 1.5% hits;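 active = inhibition above the mean inhibition across the screen plus 3 SD, cut at about 25% in these data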;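 also: inhibitors block binding of the rhodamine activity-based probe so polarization drops; 0% = enzyme with DMSO and 100% = wells lacking pPAFAH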
# PREPL inh: human PREPL enzyme inhibition | Q4J6C6 | recombinant PREPL, fluorescence polarization activity-based probe | inhibition, % at 5.96 µM | 320,000 compounds, 0.68% hits | AID 2751; in the data active = inhibition above about 43%;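 also: 0% = enzyme with DMSO and 100% = wells lacking enzyme; many of its hits are not listed in these tables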
# PAFAH2 inh: inhibitors of human PAFAH2; recombinant PAFAH2, FP-rhodamine activity probe, fluorescence polarization; Q99487; 340,000 compounds, 0.99% hits; inhibition, % at 3.39 µM; AID 492956;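 active = inhibition above the mean over all tested compounds plus 3 SD, cut at about 30% in these data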;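 also: inhibitors block probe labeling of enzyme so polarization drops; 0% = enzyme with DMSO and 100% = wells lacking PAFAH2 protein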
# PAD4 FP inh: PAD4 (human) enzyme inhibition; inhibition, % at 6.36 µM; 330,000 compounds, 0.41% hits; recombinant PAD4, RCA probe fluorescence polarization; Q9UM07;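 active = percent inhibition above a cutoff equal to the mean of all tested compounds plus 3 SD, cut at about 15% in these data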;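 also: 0% = PAD4 with RCA probe and DMSO and 100% = probe without PAD4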
# GSTO1 inh: GSTO1 inhibition, counter-screen for RBBP9 inhibitors | recombinant GSTO1, activity-based probe fluorescence polarization | 300,000 compounds, 1.1% hits | inhibition, % at 5.96 µM | P78417 | AID 1974;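 active = inhibition above the campaign mean inhibition plus 3 SD, cut at about 35% in these data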;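 also: 0% = GSTO1-1 with DMSO and 100% = wells lacking GSTO1-1 enzyme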
# Target sequence (P78417 whole entry, looked up): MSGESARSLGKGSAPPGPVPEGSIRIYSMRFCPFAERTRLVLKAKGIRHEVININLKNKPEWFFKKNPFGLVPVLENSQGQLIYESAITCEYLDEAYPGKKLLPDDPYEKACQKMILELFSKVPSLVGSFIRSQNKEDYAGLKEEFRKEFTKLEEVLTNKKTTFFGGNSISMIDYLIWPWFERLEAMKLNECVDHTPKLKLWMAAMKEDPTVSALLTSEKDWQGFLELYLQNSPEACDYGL
# LYPLA2 inh: counter-screen for PME1 inhibitors: inhibitors of human LYPLA2; recombinant LYPLA2, FP-Rh probe fluorescence polarization; 320,000 compounds, 0.38% hits; inhibition, % at 5.9 µM;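 active = inhibition above the screen-wide mean plus 3 SD, limit set per campaign, cut at about 26% in these data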;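 also: 0% = LYPLA2 with DMSO and 100% = wells lacking LYPLA2 enzyme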
# * hit, by the source's call; x = not tested or not shown. The list is partial; count on the stated rates, not on these rows.
SMILES,PAFAH1B2 FP inh,LYPLA1 counter,PAFAH1B3 FP inh,pPAFAH FP inh,PREPL inh,PAFAH2 inh,PAD4 FP inh,GSTO1 inh,LYPLA2 inh
CCSc1ccccc1C(=O)N1CCN(Cc2ccc3c(c2)OCO3)CC1,5,-1,10,0,14,2,3,7,-6
Cc1ccc(S(=O)(=O)N(C)C)cc1NC(=O)COC(=O)Cc1ccc(Br)cc1,15,4,-1,11,0,4,-2,8,7
Cn1cc(C(=O)c2cccc(Cl)c2Cl)cc1C(=O)O,1,-4,2,4,-1,4,1,7,0
COc1ccc(/C(O)=C(\C#N)c2nc3ccccc3n2C)cc1OC,2,5,1,1,5,-6,7,5,7
O=C(N/N=C/c1ccc([N+](=O)[O-])cc1)c1cccs1,x,1,x,-4,17,x,-1,-7,-1
NC(=O)CC(NC(=O)Cc1ccc(Br)cc1)c1ccc(N2CCN(c3ccc(F)cc3)CC2)c([N+](=O)[O-])c1 (centres undefined),-4,-2,3,3,9,-3,-2,1,-1
N#Cc1cnn2c(N)c(-c3ccc(Cl)cc3)cnc12,4,-1,7,-1,-2,3,-4,-1,0
COc1ccc(N2C(=O)CC(N3CCN(c4ccccc4)CC3)C2=O)cc1 (centres undefined),5,5,11,3,-2,-5,0,1,3
COc1ccccc1NC(=O)C1(c2ccccc2)CCCC1,17,-2,1,1,7,-7,-3,13,2
Cc1onc(-c2c(Cl)cccc2Cl)c1C(=O)ONC(=O)c1ccccc1,1,0,-3,-2,7,2,-1,3,0
CCN1CCCC1CNC(=O)C(=O)NCc1ccccc1 (centres undefined),2,-1,7,3,-3,-2,0,0,0
CCC(=O)c1ccc(OCC(=O)Nc2cc(S(=O)(=O)N3CCCCC3)ccc2OC)cc1,-2,-3,1,9,-2,1,0,4,0

# Three neighbouring records out of the list so far:
SMILES,PAFAH1B2 FP inh,LYPLA1 counter,PAFAH1B3 FP inh,pPAFAH FP inh,PREPL inh,PAFAH2 inh,PAD4 FP inh,GSTO1 inh,LYPLA2 inh
Cc1onc(-c2c(Cl)cccc2Cl)c1C(=O)ONC(=O)c1ccccc1,1,0,-3,-2,7,2,-1,3,0
CCN1CCCC1CNC(=O)C(=O)NCc1ccccc1 (centres undefined),2,-1,7,3,-3,-2,0,0,0
CCC(=O)c1ccc(OCC(=O)Nc2cc(S(=O)(=O)N3CCCCC3)ccc2OC)cc1,-2,-3,1,9,-2,1,0,4,0

# Carrying on:
SMILES,PAFAH1B2 FP inh,LYPLA1 counter,PAFAH1B3 FP inh,pPAFAH FP inh,PREPL inh,PAFAH2 inh,PAD4 FP inh,GSTO1 inh,LYPLA2 inh
Cc1ccc(-c2nnc(SCC(=O)Nc3ccc(N4CCOCC4)cc3)o2)cc1,0,1,5,2,7,4,2,0,4
Cc1ccc(-c2nc(-c3cccnc3)no2)cc1,4,0,4,-11,-8,0,13,-2,9
COCCC(=O)N1CCCC(C(=O)c2ccc(Oc3ccccc3)cc2)C1 (centres undefined),2,0,0,11,12,4,-2,-3,2
COc1ccc(CCn2c(=O)[nH]c3cc(C(=O)NCCN4CCOCC4)ccc3c2=O)cc1OC,7,1,8,2,1,-2,-1,-1,2
CCCOc1cc(C)c(S(=O)(=O)NCc2cccs2)cc1C,7,x,9,14,4,-3,1,x,x
O=C(Nc1cccc(S(=O)(=O)N2CCCCC2)c1)C1=NN(c2ccccc2)C(=O)CC1,4,0,-6,6,7,1,0,x,-6
CCC1C(O)=C(c2ccccn2)C(=N)N1c1ccccc1 (centres undefined),0,1,1,4,14,5,2,1,-1
CC(=O)Nc1ccc(C(=O)CN2CCN(c3ccccc3)CC2)cc1,-3,3,-5,1,7,3,3,9,6
O=C(NCc1ccc(F)cc1)c1cc2c(s1)CS(=O)(=O)C2,-1,-2,9,10,5,4,0,1,2
COc1cc(C(=S)N2CCC(Cc3ccccc3)CC2)ccc1OCC(N)=O,12,1,-1,5,11,-6,1,6,6
O=[N+]([O-])c1cccc(NC(=S)NCCc2ccccc2)c1,12,-12,-1,-7,18,-7,-11,-4,-12
Cn1c(CNc2ccc(O)cc2)nc2ccccc21,-2,1,3,23,5,5,1,1,5
Cc1ccc(C)c(N(CC(=O)N/N=C/c2ccc(-c3ccc([N+](=O)[O-])cc3)o2)S(=O)(=O)c2ccccc2)c1,-7,-7,1,7,7,-2,-2,-1,-10
Cc1ccc(-c2csc(N3CCC(C(N)=O)(N4CCCCC4)CC3)n2)cc1,2,-3,0,7,9,-6,1,3,-3
Cc1ccc(Oc2ncccc2NC(=O)CCCC(=O)O)c2c1CCC2,x,1,x,-5,26,x,3,11,9
CC1CCCCC1NC(=O)c1cc2c(s1)CS(=O)(=O)C2 (centres undefined),0,-5,5,2,8,2,-1,4,2
COC(=O)[C@]1(C)N[C@H](c2ccc(-c3ccc(OC)cc3)cc2)[C@@H]2C(=O)N(C)C(=O)[C@@H]21,1,x,-1,3,5,4,-1,x,x
CC(OC(=O)c1cc(S(=O)(=O)N2CCOCC2)ccc1Br)C(=O)N1CCOCC1 (centres undefined),6,-1,-4,2,0,-4,-3,x,-1
CC(C)(C)OC(=O)N1CCC(c2c(C(=O)NCC3CCN(C4CCCC4)C3)cnn2-c2cccc(Cl)c2)CC1 (centres undefined),1,-2,4,1,3,-5,4,-1,-2
S=C(Nc1ccc2nccnc2c1)N1CCCC1,5,2,5,1,17,1,0,1,-4
O=C(CC(C(=O)O)c1ccc(Cl)cc1Cl)c1ccc(Cl)cc1 (centres undefined),10,1,7,3,-6,9,0,-3,0
CCN1CCN(C(=O)C(NS(=O)(=O)c2ccc3nc(C)sc3c2)C(C)C)CC1 (centres undefined),-3,0,6,7,2,2,-1,0,-3
CNC(=O)c1ccsc1NC(=O)c1coc2ccccc2c1=O,4,1,2,8,0,3,-4,28,-2
COc1cc(/C(C)=N/NC(=O)c2nnn(-c3nonc3N)c2-c2cccs2)ccc1O,2,-4,0,-1,7,7,-2,6,-6
Cc1c(OCc2nn[nH]n2)ccc2c(-c3ccccc3)cc(=O)oc12,11,-1,-6,-1,-2,-13,-4,-5,0
O=C(CCCN1C(=O)/C(=C/c2ccco2)SC1=S)Nc1cccc(C(=O)O)c1,7,3,5,50*,-7,11,-6,20,5
O=C(Nc1ccc(Br)cc1)c1cnc[nH]1,4,-2,0,-1,-2,-3,0,-2,-3
COc1cc(/C=N/n2c(C)nnc2C)cc(OC)c1OC,8,0,9,0,-4,-2,2,0,4
COc1ccc2cc(C(=O)C3CCCN(C(=O)c4csnn4)C3)ccc2c1 (centres undefined),-5,-3,7,3,22,6,-4,7,-7
COCCNC(=O)CN(C(=O)CCC(=O)Nc1ccccn1)c1ccccc1F,-2,-1,2,3,10,-2,0,5,-2
Cc1nc(CC(=O)N2CCN(S(=O)(=O)c3ccccc3C#N)CC2)cs1,2,2,4,2,0,-2,3,2,7
CCCc1cc(=O)[nH]c(SCC(=O)N(C)CC(=O)Nc2ccccc2CC)n1,0,0,-1,-7,5,-5,4,-4,1
COc1cccc(-c2nc(N3CCN(Cc4ccccc4)CC3)c3ccccc3n2)c1O,-7,5,7,3,21,-3,-1,2,1
O=C(CSc1nnc2n1CCCN2)c1ccc(Cl)cc1,1,0,0,3,2,2,-7,4,-1
C=C1SC(Nc2c(C)cc(C)cc2C)=NC12CCCCC2,4,-2,5,-4,-2,8,1,4,-1
COc1ccc(NC(=O)c2ccc(-n3cncn3)c([N+](=O)[O-])c2)cc1OC,4,5,4,3,6,2,-6,9,11
O=C(Nc1ccc(N2CCOCC2)cc1)C1CC1,-1,0,-4,3,11,-13,-1,6,7
Cc1cc(C)c(C)c(S(=O)(=O)N2CCC(C(=O)N3CC(C)CC(C)C3)CC2)c1C (centres undefined),1,3,-11,1,3,4,-4,-6,1
COc1ccc(C)cc1NC(=O)CSc1nc(SC)ns1,3,-3,10,0,-1,11,-5,-1,3
CCCNC(=O)C1(CC2CC(c3ccccc3)=NO2)CCN(C(=O)c2cc(OCC)c(OCC)c(OCC)c2)CC1 (centres undefined),-4,-2,16,2,6,0,0,3,5
Cc1ccc(-c2nc(NC(=O)c3nn(C)cc3[N+](=O)[O-])sc2C)cc1C,3,0,2,0,0,0,-1,0,0
COc1ccc(CN(CC(=O)NCC2CCCO2)C(=O)CNS(=O)(=O)c2ccccc2)cc1 (centres undefined),10,-4,7,1,14,-2,3,0,0
O=C1CCC/C=C\C[C@@H](CC(=O)N(CCO)Cc2ccccc2)C(=O)N2CCC[C@H]2CO1,2,x,13,4,20,10,4,x,x
CCOC(=O)CNC(=O)CSc1nc2cccnc2n1C,4,-1,7,-3,8,-5,1,7,0
COc1cc2cc(C)c(SCC(=O)N3CCN(C(=O)c4ccco4)CC3)nc2cc1OC,-6,6,-8,7,0,5,3,8,1
CCCc1nc2ccc(NC(=O)c3cccs3)cc2c(=O)n1Cc1ccccc1Cl,-4,-10,3,3,-31,-24,-1,2,-17
COc1ccc(C)cc1NC(=S)NNC(=O)c1ccccc1Cl,0,-1,2,2,3,0,-5,4,3
O=C(COC(=O)c1ccc2c(c1)S(=O)(=O)N=C1CCCCCN12)NCc1cccs1,0,-1,5,5,1,11,0,1,2
COc1cccc(CN2CCC(C(=O)Nc3ccc(-c4cccc(C)c4)cc3)CC2)c1O,0,-7,9,20,19,-6,4,7,-10
Cc1cnc(CNC(=O)CC2C(=O)NCCN2Cc2ccccc2F)cn1 (centres undefined),-1,3,0,6,-4,2,2,2,3
Cc1cc(NC(=O)c2ccccc2C)no1,5,-1,2,3,1,7,0,6,-1
CC1(C(=O)NNC(=O)c2ccc(=O)oc2)CC1Br (centres undefined),x,1,x,9,8,x,3,9,9
COc1ccc(/C=N/NC(=S)NCC2CCCO2)cc1 (centres undefined),8,-2,-5,4,3,5,-1,2,3
Nc1cnc(Nc2ccc(Br)cc2)nc1N,6,-1,11,13,8,-2,-10,7,2
Cc1ccc(C(=O)/C=C/Nc2ccccc2C(N)=O)cc1,-2,1,12,6,13,-2,-2,-5,10
O=C(Oc1cccc(-n2cnnn2)c1)c1ccco1,0,-3,3,4,28,7,2,5,2
CN(C)CCOc1ccc(-c2c(-c3ccccc3)sc3ccccc23)cc1,0,x,2,9,5,1,-4,x,x
COc1ccc(NC(=O)Cn2ncn3c(cc4ccccc43)c2=O)c(OC)c1OC,1,-3,4,4,40,2,-3,2,-1
COc1ccc(C2NC(c3ccc(OC)cc3)C(c3ccccc3)C(=O)C2c2ccccc2)cc1 (centres undefined),0,-4,3,1,-84,-7,-1,0,-1
Nc1ccccc1S(=O)(=O)NC1=NCCCCC1,5,1,8,6,12,3,-7,-2,-6

# The listing continues.
SMILES,PAFAH1B2 FP inh,LYPLA1 counter,PAFAH1B3 FP inh,pPAFAH FP inh,PREPL inh,PAFAH2 inh,PAD4 FP inh,GSTO1 inh,LYPLA2 inh
O=C(CNC(=O)Cc1ccccc1)NCC(=O)N1CCN(C(c2ccccc2)c2ccccc2)CC1,4,3,10,8,3,1,1,-2,9
O=C(O)c1ccc(NC2=C(N3CCOCC3)C(=O)c3ccccc3C2=O)cc1,8,-2,27*,-7,6,11,-17,46*,5
COc1ccccc1OCC(=O)Nc1cc(S(=O)(=O)N2CCOCC2)ccc1N1CCCCC1,4,x,4,9,20,-3,-4,x,x
Cc1ccc(S(=O)(=O)NCCn2nc(C)nc2C)cc1,5,1,5,5,-3,5,1,-2,4
CNC(=O)c1cc(S(=O)(=O)Nc2ccc3c(c2)OCO3)ccc1C,9,2,2,5,4,-8,-1,-3,3
CSCCC(NC(N)=O)C(=O)NCc1ccccc1Cl (centres undefined),1,0,6,-3,-4,-4,2,-2,3
COc1ccc(N=Cc2c(O)c3ccccc3oc2=O)cc1,4,0,1,4,8,-3,0,-2,3
